# RSV antiviral HEp-2: RSV antiviral activity via CPE protection, HEp-2 cells, primary 10 µM value included (AID 2391) | CPE inhibition, % at 10 µM; hits with a dose series show IC50 in µM | HEp-2 cells, RSV-induced CPE inhibition; higher % means a stronger effect | 310,000 compounds, 0.13% hits; in the data active means a potency from the dose series; inconclusive means CPE inhibition mostly from about 23% at the one dose, without a potency; inactive means the rest, 99 in 100 with CPE inhibition below about 21%; further: strong numbers were not always called active
# WT yeast gro inh: growth inhibition of WT yeast, mitochondrial fusion screen; mitochondrial fusion phenotypic screen, WT strain; inhibition, % at 10 µM; 190,000 compounds, 2.1% hits; AID 1362; in the data active means inhibition above about 58%; tested in S. cerevisiae
# NTR1 ag: NTR1-driven beta-arrestin-GFP spot formation – imaging, U2OS cells, high content, primary screen (AID 493036); P30989; agonist mode; activation, % at 20 µM; 330,000 compounds, 0.17% hits;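 active means activation at or above 40% of the spot to cytoplasm intensity ratio, with at least 20 cells analyzed; inconclusive means wells under 20 cells, flagged as cytotoxic or low count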;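 further: 0% = DMSO without peptide and 100% = 100 nM NTR1 peptide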
# Target sequence (P30989 whole entry, looked up): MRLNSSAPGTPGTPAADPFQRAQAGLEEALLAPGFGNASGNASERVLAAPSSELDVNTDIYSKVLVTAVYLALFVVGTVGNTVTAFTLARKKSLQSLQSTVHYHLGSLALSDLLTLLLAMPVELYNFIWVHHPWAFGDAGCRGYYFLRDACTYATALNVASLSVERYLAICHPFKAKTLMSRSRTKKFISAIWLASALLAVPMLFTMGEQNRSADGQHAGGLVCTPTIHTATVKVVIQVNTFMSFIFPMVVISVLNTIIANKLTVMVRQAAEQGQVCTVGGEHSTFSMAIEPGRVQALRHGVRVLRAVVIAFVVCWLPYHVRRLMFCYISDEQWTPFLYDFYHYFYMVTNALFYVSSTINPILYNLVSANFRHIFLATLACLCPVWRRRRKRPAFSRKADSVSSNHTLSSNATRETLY
# LYP phosphatase: PTPN22 lymphoid phosphatase activity blockers – biochemical, fluorescence intensity, uHTS (AID 1779). one-dose inhibition, % at 11.5 µM; IC50 in µM for titrated hits. recombinant LYP phosphatase, fluorescence intensity; higher % means a stronger effect. 290,000 compounds, 0.054% hits; in the data active means inhibition above about 50%;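 further: plate controls were vehicle with enzyme for no effect and no enzyme for full effect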
# Autophagy mod: autophagy modulation, high-content screen; calls only at 10 µM (by protocol); MEF GFP-LC3 puncta imaging; test concentration mostly 10 µM; 190,000 compounds, 0.98% hits; AID 463193;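 active means percentage of spot-positive cells more than 3 SD above its plate mean, without a fluorescence outlier flag or 80% toxicity; inconclusive means no clear call, values can overlap the other calls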;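 further: spot-positive cell cutoff set from DMSO-treated cells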
# AID2073: inhibitors of Mint1-CaV2.2 protein interaction, biochemical, HTRF (AID 2073); HTRF protein-protein interaction, Mint1-CaV2.2; higher % means a stronger effect; inhibition, % at 20 µM; hits with a dose series show IC50 in µM; 290,000 compounds, 0.19% hits; in the data active means inhibition mostly above about 51%, no sharp cut-off; inconclusive means no clear call, values can overlap the other calls; inactive means mostly below about 53%; further: some results filed as inactive read as strong as hits
# K1F lysis inhibition: protection from phage-mediated lysis, alamar blue read-out – E. coli UTI89, K1F phage, bacterial capsule biogenesis inhibitors (AID 488966) | E. coli UTI89 K1F phage lysis, alamar blue, 2 h; higher % means a stronger effect | one-dose inhibition, % at 100 µM; IC50 in µM for titrated hits | 340,000 compounds, 0.02% hits;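 active means phage lysis inhibition, versus mean bacterial control, above a set limit; inconclusive means no clear call, values can overlap the other calls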;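 further: capsule biogenesis inhibitors block K1F phage lysis so surviving cells raise fluorescence; higher fluorescence means more inhibition of phage lysis; actives were called in the ten point dose series up to 300 µM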
# NS5 inhibitors: Dengue-2 NS5 methyltransferase inhibitors, primary screen, biochemical, confirmation dose response (AID 588689); Dengue-2 NS5 methyltransferase capping enzyme assay, biochemical; higher % means a stronger effect; inhibition, % at 25 µM; hits with a dose series show IC50 in µM; 340,000 compounds, 0.3% hits; in the data active means a potency from the dose series; inconclusive means inhibition above about 29% without an active follow-up result
# GPR35 arrestin U2OS: GPR35 antagonists blocking zaprinast-driven arrestin recruitment, primary screen, imaging, U2OS, beta-arrestin-GFP, zaprinast agonist (AID 2058); U2OS GPR35 beta-arrestin-GFP translocation imaging, zaprinast antagonism; higher % means a stronger effect; inhibition, % at 10 µM, or IC50 in µM where a hit was titrated; 290,000 compounds, 0.052% hits;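 active means inhibition of at least 50% with at least 30 cells and total cytoplasm GFP at most 10,000,000; inconclusive means under 30 cells or total GFP of 10,000,000 plus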
# WT yeast gro inh mutant strain: second read-out of WT yeast gro inh, no call of its own (marks repeat the call); inhibition, %; mitochondrial fusion phenotypic screen, mutant strain inhibition
# Autophagy mod cell loss 18 h: further read-out of Autophagy mod, marked with its call; toxicity, %; measured here: cell loss, nuclei count;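 cell loss after 18 h compound exposure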
# NTR1 ag cell count 20 µM: further read-out of NTR1 ag, marked with its call; cell count; measured here: cell count, cytotoxicity flag
# * marks the source's active call; other numbers are inactive results; i = inactive; ? = inconclusive; . = no result given; [ ] = another dose, or the depositor's remark.
SMILES,RSV antiviral HEp-2,WT yeast gro inh,WT yeast gro inh mutant strain,NTR1 ag,NTR1 ag cell count 20 µM,LYP phosphatase,Autophagy mod,Autophagy mod cell loss 18 h,AID2073,K1F lysis inhibition,NS5 inhibitors,GPR35 arrestin U2OS
COCCNC(=O)C(C)N(c1ccc(Oc2ccccc2)cc1)S(C)(=O)=O (centres undefined),-0.3%,-1,-11,0.3,37,1%,i,-2,-8%,0.3%,0%,3%
Cc1ccc(OCC(=O)NC(=S)Nc2cccc(NC(=O)c3ccc(Cl)cc3Cl)c2)cc1,0.1%,38,6,-0.9,112,0%,i,-3,4%,1.0%[50 µM],-7%,4%
COc1ccc(-c2nc(C#N)c(N3CCCCCC3)o2)cc1OC,0.3%,-7,9,7.7,47,-21%,i,-9,25%,1.0%,-6%,-4%
CCOc1ccccc1C(=O)Nc1ccccc1-c1ccccc1,5.9%,75*,40*,10,47,-5%,i,7,13%,6.8%,-2%,-19%
COc1ccc(CCC(=O)Nc2cc3c4c(c2)CCC(=O)N4CCC3)cc1,0.0%,.,.,0.2,59,.,.,.,.,1.0%[50 µM],3%,.
Cc1c(C)c2ccc(O[C@@H]3O[C@H](CO)[C@H](O)[C@H](O)[C@H]3O)cc2oc1=O,1.3%,.,.,-0.7,91,-1%,.,.,11%,2.0%[50 µM],1%,1%
Cc1ccc(S(=O)(=O)N2CC3CCC2C3)cc1 (centres undefined),3.0%,8,17,-1.0,44,5%,i,6,-10%,-0.4%,-10%,17%
NC(N)=NC(N)=Nc1ccc(SC(F)(F)F)cc1,7.5%,20,17,-0.7,58,-7%,i,12,-8%,?,-1%,-3%
COc1ccc(N2CCN(C(=O)COC(=O)c3oc4ccccc4c3C)CC2)cc1,1.6%,.,.,4.7,64,.,.,.,.,1.1%[50 µM],-10%,.
CCc1c(C)sc(NC(=O)C2CC(c3c(F)cccc3Cl)=NO2)c1C#N (centres undefined),14%,.,.,4.0,67,-8%,.,.,2%,0.6%,-3%,3%
Cc1nc(-c2ccccc2)[nH]c(=O)c1Oc1ccc(Cl)cc1Cl,22%,.,.,0.0,49,-1%,.,.,-1%,-1.1%,5%,17%
O=C1OC(N2CCN(c3ccccn3)CC2)c2ccccc21 (centres undefined),0.3%,-6,-22,4.9,56,2%,i,3,-11%,3.4%,-1%,-12%
CCC(C)Sc1nc2c(c(=O)[nH]c(=O)n2C)n1CC(O)COc1cccc2ccccc12 (centres undefined),0.2%,12,7,4.1,51,-6%,i,0,5%,2.4%,3%,-2%
O=C1CC(c2ccco2)CC(O)=C1C=NCCO (centres undefined),11%,7,1,-4.8,88,-4%,i,44,2%,1.0%,-2%,-5%
O=C(O)/C(=C1\OC(=O)c2ccccc21)c1ccccc1,3.0%,-8,11,-0.7,49,-7%,i,-14,-2%,0.0%,-1%,-8%
Cc1ccccc1OCC(=O)NNC(=O)C1CC(=O)N(c2ccc3c(c2)OCCO3)C1 (centres undefined),2.9%,.,.,-2.6,55,.,.,.,.,0.2%[50 µM],-11%,.
Cc1nc2cc(F)ccc2n1C1CCN(C(=O)c2c(F)cccc2F)CC1,6.9%,-2,-2,-0.2,37,-8%,i,10,-8%,-1.1%,-6%,14%
Cc1cccnc1NC(=O)c1ccc(S(=O)(=O)N2CCCCC2)cc1,0.0%,.,.,-0.1,74,.,.,.,.,1.5%[50 µM],5%,.
COC(=O)c1ccc(NC(=S)NCCc2ccc(OC)cc2)cc1,3.4%,19,13,1.1,35,-2%,i,14,0%,0.2%,-6%,-9%
CCn1c(=O)c(C(=O)NCc2ccccc2OC)c(O)c2ccccc21,-1.4%,.,.,5.3,62,-10%,.,.,20%,0.2%,-4%,-5%
Cc1cccc(-c2nnn3c2nc(NCCc2ccc(S(N)(=O)=O)cc2)c2ccccc23)c1,3.2%,13,-3,27,35,-24%,i,-14,?,0.2%,-2%,.
CCOc1ccc2nc(NC(=O)C3=NN(c4ccccc4)C(=O)CC3)sc2c1,2.2%,17,27,0.9,30,3%,i,9,19%,0.8%,-9%,-6%
Cc1onc(-c2ccccc2)c1C(=O)NCc1ccc2c(c1)OCO2,0.8%,5,-19,0.1,53,-6%,i,-4,-1%,2.4%,-5%,14%
CCn1c(SCC(=O)Nc2nc(-c3ccccc3)cs2)nnc1-c1ccccc1O,11%,-3,11,13,77,6%,i,1,10%,0.5%,1%,-8%

# Whole records as entered above. Order of values: RSV antiviral HEp-2 | WT yeast gro inh | WT yeast gro inh mutant strain | NTR1 ag | NTR1 ag cell count 20 µM | LYP phosphatase | Autophagy mod | Autophagy mod cell loss 18 h | AID2073 | K1F lysis inhibition | NS5 inhibitors | GPR35 arrestin U2OS
# CCn1c(SCC(=O)Nc2nc(-c3ccccc3)cs2)nnc1-c1ccccc1O across the screens: 11% | -3 | 11 | 13 | 77 | 6% | i | 1 | 10% | 0.5% | 1% | -8%
# O=C1CC(c2ccco2)CC(O)=C1C=NCCO (centres undefined) across the screens: 11% | 7 | 1 | -4.8 | 88 | -4% | i | 44 | 2% | 1.0% | -2% | -5%
# Cc1nc2cc(F)ccc2n1C1CCN(C(=O)c2c(F)cccc2F)CC1 across the screens: 6.9% | -2 | -2 | -0.2 | 37 | -8% | i | 10 | -8% | -1.1% | -6% | 14%

# (cont.)
SMILES,RSV antiviral HEp-2,WT yeast gro inh,WT yeast gro inh mutant strain,NTR1 ag,NTR1 ag cell count 20 µM,LYP phosphatase,Autophagy mod,Autophagy mod cell loss 18 h,AID2073,K1F lysis inhibition,NS5 inhibitors,GPR35 arrestin U2OS
Cc1ccc(C(=O)c2cc(C)sc2NC(=O)CN2CCN(C(=O)c3ccco3)CC2)cc1,1.7%,79*,46*,4.2,95,1%,i,7,1%,0.2%,4%,4%
O=C(CSCCc1ccccn1)Nc1cccnc1Cl,.,-1,-6,1.2,87,-4%,i,0,-10%,-0.5%,-1%,-8%
O=C(NCc1nnc(SC/C=C/c2ccccc2)o1)c1ccco1,0.6%,2,0,-0.7,57,-7%,i,1,-4%,2.8%,4%,10%
COc1ccc(N/C(=C(/C(Cl)=C(Cl)Cl)[N+](=O)[O-])n2nnc3ccccc32)cc1OC,2.3%,2,17,0.0,49,-9%,i,3,8%,1.7%[50 µM],.,-16%
N#Cc1ccc(S(=O)(=O)NC2CCCCNC2=O)cc1 (centres undefined),-0.2%,.,.,1.0,36,-2%,.,.,-3%,0.1%,-2%,0%
CC[C@H]1CN2CCc3cc(OC)c(OC)cc3[C@@H]2C[C@@H]1C[C@H]1NCCc2cc(OC)c(OC)cc21,-3.4%,42,10,0.1,47,-2%,i,15,0%,5.6%,-4%,.
CN(C(=O)COc1ccccc1)c1nnc(-c2cccnc2)s1,0.0%,-2,2,-0.9,35,-11%,i,-1,-4%,1.2%,-1%,1%
NNC(=O)c1ccc(COc2cccc3cccnc23)cc1,0.6%,-15,-8,0.2,82,-7%,i,-4,8%,-0.1%,9%,2%
COc1ccc(N2C(=O)CC(NC3CC3)C2=O)cc1 (centres undefined),0.8%,13,4,0.1,42,2%,i,-3,-4%,0.3%,-2%,-5%
CCCS(=O)(=O)c1c(S(=O)(=O)CCC)c2c(C)cccn2c1C(=O)N/N=C/c1cc(O)cc(O)c1,-0.3%,-2,-1,3.7,45,10%,i,-5,8%,2.6%,-9%,9%
CCCc1nc(SCC(=O)O)c2sc(=S)n(-c3ccccc3)c2n1,-0.5%,.,.,-0.2,68,-1%,.,.,7%,0.2%,1%,-1%
COc1ccc(C(=O)COC(=O)c2nn(C)c(=O)c3ccccc23)c(OC)c1,-0.1%,0,-3,-0.8,41,-4%,i,6,18%,0.7%,-2%,-9%
CC1CC(C)CN(S(=O)(=O)c2ccc3c(c2)oc(=O)n3CC(=O)N2CCOCC2)C1 (centres undefined),0.1%,-6,-7,2.0,72,-4%,i,-2,0%,0.7%,-6%,9%
O=C(Nc1ccc(Cl)cc1)Nc1ccccc1NS(=O)(=O)c1cccs1,15%,51,1,0.1,92,7%,i,0,10%,2.4%,.,18%
COc1ccc(CN2CCN(C(=O)c3cccs3)CC2)cc1Br,2.1%,10,0,-1.2,64,-4%,i,-10,1%,-0.4%,-7%,7%
Cc1cc(C)n(-c2ccc(C(=O)Nc3ccc(C)c(S(=O)(=O)N4CCOCC4)c3)cc2)n1,0.5%,.,.,4.7,54,-2%,.,.,8%,0.0%,6%,-7%
CCc1nc(-c2ccccc2)cc(=O)[nH]1,0.7%,-17,10,-0.7,47,-4%,i,3,4%,0.0%,-4%,-9%
O=C(O)c1ccc(-n2c(/C=C/c3ccccc3)nc3ccccc3c2=O)cc1,?,.,.,-1.5,82,2%,.,.,17%,-0.1%,1%,-4%
CCOC(=O)[C@@H]1[C@H]2COc3cc(OC)ccc3[C@@H]2N2C(=O)N(c3ccc(Br)cc3)C(=O)[C@]12C,3.6%,.,.,-5.0,123,.,.,.,.,1.3%,-6%,.
O=C(NCc1ccccc1)C1CCC1,-0.1%,15,12,-1.1,40,-10%,i,14,5%,5.4%,0%,-3%
CCOC(=O)N1CCN(c2ncc(C(F)(F)F)cc2Cl)CC1,8.4%,18,16,2.9,57,-7%,i,6,0%,-2.1%,-4%,-6%
Cc1ccc(C(=O)OCC(=O)Nc2sccc2C(N)=O)cc1NC(=O)c1ccco1,4.4%,3,-21,7.0,56,-4%,i,-15,11%,-0.1%,-7%,3%
NS(=O)(=O)c1cc(C(=O)NCCc2ccccn2)ccc1Cl,0.5%,.,.,1.7,48,-10%,.,.,-12%,-0.3%[50 µM],-6%,7%
CC(C)C[C@H](NC(=O)c1nc[nH]c1C(=O)NC1CCNCC1)C(=O)OCc1ccccc1,0.3%,.,.,-1.4,87,.,.,.,.,-0.2%,-5%,.
CCCn1c(SCC(=O)c2c[nH]c3ccccc23)nnc1-c1ccncc1,0.6%,0,9,-2.7,78,-1%,i,-3,26%,4.1%,-4%,-3%
COc1ccc(NC(=O)C2CC(=O)n3cnnc3S2)cc1 (centres undefined),0.7%,5,12,-3.7,79,-4%,i,22,6%,-7.8%,-3%,-12%
OCCN(CCO)c1ncnc2c1oc1ccc(Br)cc12,8.6%,5,-3,0.6,73,-4%,i,-8,5%,0.1%,-1%,-5%
CC1=C(C(=O)N(C)C)C(c2cccc(Cl)c2)NC(=O)N1 (centres undefined),1.0%,6,-7,0.5,33,-4%,i,-12,0%,-0.6%,17%,1%
COc1ccc(NC(=S)N2CCN(c3ccccn3)CC2)cc1OC,3.5%,-10,5,3.6,72,-3%,i,-2,-22%,1.4%[50 µM],-1%,24%
CCOc1nc(CC)nc(NC(=O)NS(=O)(=O)c2ccccc2Cl)n1,-0.2%,-11,-17,-0.2,45,-12%,i,-5,4%,0.0%,-9%,6%
Cc1cc(-c2nc3c4c5c(sc4[nH]c(=O)n3n2)CCC5)c(C)o1,1.5%,3,20,0.3,50,6%,i,2,29%,2.5%,-4%,1%

# Bioassay records deposited in PubChem BioAssay by several laboratories.
